# All columns: NCI-60 one-dose screen, growth in % after 48 h at 10 µM unless noted; 100 = growth as untreated, 0 = no growth, -100 = all killed.
# SK-MEL-5: SK-MEL-5 melanoma | actives 6.4% (n = 80,000)
# CCRF-CEM: CCRF-CEM leukemia; actives 7% (n = 77,000)
# M14: M14 melanoma; actives 6.2% (n = 80,000); AID 1794745
# HOP-62: HOP-62 NSCLC. actives 3.9% (n = 80,000). AID 1794735
# A549/ATCC: A549/ATCC NSCLC | actives 3.7% (n = 81,000)
# Starred values were filed as active, the others as inactive; . = not tested or not shown; [ ] = remark or other dose. The calls were made as follows: active = growth percent below 10; inactive = the rest. Some of the compounds tested; the hit share may differ from the screen's.
item | molecule | A549/ATCC | SK-MEL-5 | HOP-62
1 | CN(C)CCNc1ncc(F)c(-c2cnc3cc(-c4cnn(C)c4)ccn23)n1 | . | 101[0.005 µM] | .
2 | C[C@]12CC[C@@H]3c4ccc(O)cc4CC[C@H]3[C@@H]1CC[C@@H]2NS(=O)(=O)c1ccc(-c2ccccc2)cc1 | 35 | 64 | .
3 | C[C@]12CC[C@@H]3c4cc([N+](=O)[O-])c(O)cc4CC[C@H]3[C@@H]1CC[C@@H]2NS(=O)(=O)c1cccc(Br)c1 | 62 | 74 | .
4 | C[C@]12CC[C@@H]3c4ccc(O)cc4CC[C@H]3[C@@H]1CC[C@@H]2NS(=O)(=O)c1ccc(C(F)(F)F)cc1 | 24 | 41 | .
5 | Cc1onc(-c2c(F)cccc2Cl)c1C(=O)OCc1c(F)cccc1Cl | 84 | 91 | .
6 | O=C(CC(=O)c1ccc(O)cc1)c1ccccc1 | 90 | 100 | .
7 | C[C@]12CC[C@@H]3c4ccc(O)cc4CC[C@H]3[C@@H]1CC[C@@H]2NS(=O)(=O)Cc1ccc(Cl)cc1 | 34 | 39 | .
8 | C[C@]12CC[C@@H]3c4ccc(O)cc4CC[C@H]3[C@@H]1CC[C@@H]2NS(=O)(=O)c1cccc(OC(F)(F)F)c1 | 27 | 36 | .
9 | O=C(Nc1c(Cl)cccc1Cl)Oc1c(Br)cc(Br)cc1Br | 102 | 101 | .
10 | CC(=O)c1ccc(N=C(C#N)C2=C(O)c3ccccc3C2=O)cc1 | . | . | 100
11 | CC(C)(C)SC(=S)SCC(=O)c1ccc(Cl)cc1 | . | . | 80
12 | O=C(COC(=O)c1ccccc1)c1ccc(-c2ccccc2)cc1 | . | . | 101
13 | O=[N+]([O-])c1cccnc1Sc1ccccc1C1=NCCCN1 | 104 | . | .

item | M14 | CCRF-CEM
1 | 107[0.005 µM] | .
2 | 71 | .
3 | 84 | .
4 | 37 | .
5 | 107 | .
6 | 106 | .
7 | 63 | .
8 | 57 | .
9 | 99 | .
10 | 105 | 104
11 | 94 | 94
12 | 109 | 95
13 | 107 | 105

# 4 records drawn at random from those above:
item | molecule | A549/ATCC | SK-MEL-5 | HOP-62
2 | C[C@]12CC[C@@H]3c4ccc(O)cc4CC[C@H]3[C@@H]1CC[C@@H]2NS(=O)(=O)c1ccc(-c2ccccc2)cc1 | 35 | 64 | .
9 | O=C(Nc1c(Cl)cccc1Cl)Oc1c(Br)cc(Br)cc1Br | 102 | 101 | .
11 | CC(C)(C)SC(=S)SCC(=O)c1ccc(Cl)cc1 | . | . | 80
4 | C[C@]12CC[C@@H]3c4ccc(O)cc4CC[C@H]3[C@@H]1CC[C@@H]2NS(=O)(=O)c1ccc(C(F)(F)F)cc1 | 24 | 41 | .

item | M14 | CCRF-CEM
2 | 71 | .
9 | 99 | .
11 | 94 | 94
4 | 37 | .

# Assay outcomes from PubChem.
